# Screens as filed in PubChem BioAssay.
# NFkB transloc pot: enhances IL-1B driven NFkB nuclear translocation; HUVEC IL-1B NFkB p65 nuclear translocation imaging; activation, % at 2 µM; actives 0.3% (n = 94,000);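 active = activation above 40%, about the mean plus 3 SD, also judged a hit on visual image review; inconclusive = activation above 40% but not a hit on visual review; inactive = activation not above 40% and no visual hit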;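 note: percent activation is computed from the nuclear over cytoplasmic p65 intensity ratio; values of inactives mirror those of a sister screen read the other way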
# MRP resist rev: MRP-mediated drug resistance reversal | H69AR cells + 2 uM doxorubicin, CellTiter-Glo, 72 h | differential viability (reversal), % at 10 µM | actives 0.04% (n = 85,000) | AID 602;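 active = viability drop by adding the cancer drug above about 55%, with treated viability meeting a 40% cutoff, limit read from the data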;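 note: viability without doxorubicin minus viability with 2 µM doxorubicin for each compound; larger differential means the compound sensitizes cells more to doxorubicin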
# Bcl-B TR3 displacers: displacers of TR3 peptide from Bcl-B, primary screen, selectivity assay for Bfl-1 inhibitor project, biochemical, fluorescence polarization; FP displacement of FITC-TR3 peptide from Bcl-B; higher % means a stronger effect; displacement, % at 20 µM; hits with a dose series show IC50 in µM; actives 0.11% (n = 96,000); AID 748;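 active = displacement above 50% at 20 µM plus a fluorescence interference ratio under 1.5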;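 note: plate controls were wells without compound for no effect and wells lacking Bcl-B protein for full effect; a part of the inactive calls stands beside numbers as strong as those of hits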
# IL1B NFkB inh: blocks IL-1B driven NFkB nuclear translocation in HUVEC cells | actives 0.43% (n = 94,000) | inhibition, % at 2 µM | HUVEC IL-1B NFkB p65 nuclear translocation imaging;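 active = inhibition above about 30% together with a positive call from visual inspection of the well image, limit read from the data; inconclusive = inhibition above a set limit but visual check negative; inactive = inhibition not above a set limit, visual check negative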;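 note: nuclear over cytoplasmic p65 intensity ratio measured by imaging; 0% = IL-1B stimulated DMSO wells and 100% = unstimulated DMSO wells; values of inactives mirror those of a sister screen read the other way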
# PLAP inhibition: inhibition of human placental alkaline phosphatase – biochemical, luminescence, HTS (AID 690). purified PLAP, luminescent substrate; higher % means a stronger effect. one-dose inhibition, % at 20 µM; IC50 in µM for titrated hits. actives 0.08% (n = 96,000); in the data active = a potency from the dose series; inactive = the rest, 99 in 100 with inhibition below about 30%; note: strong numbers were not always called active
# MRP resist rev cytotoxicity: also measured in MRP resist rev; calls as there; viability, %; H69AR cells, CellTiter-Glo, 72 h; measured here: cytotoxicity without doxorubicin
# MRP resist rev with doxorubicin: further read-out of MRP resist rev, marked with its call; viability, %; measured here: viability with 2 uM doxorubicin; hits give low values
# IL1B NFkB inh cell count 2 µM: recorded beside IL1B NFkB inh, whose call it bears; cell count; measured here: cells passing quality filter;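 raw number of nuclei counted in each imaged well without normalization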
# NFkB transloc pot cell count 2 µM: second read-out of NFkB transloc pot, no call of its own (marks repeat the call); cell count; measured here: cells passing quality filter
# The depositor's hits bear a star; ? = inconclusive; · = not tested or not shown. These rows are one share of the data. The share of hits here may be higher or lower than overall.
# Every second line gives: NFkB transloc pot	NFkB transloc pot cell count 2 µM	MRP resist rev	MRP resist rev cytotoxicity	MRP resist rev with doxorubicin	Bcl-B TR3 displacers	IL1B NFkB inh	IL1B NFkB inh cell count 2 µM	PLAP inhibition
CC1(C)CC2(CCO1)OC(=O)CC2C(=O)NCc1ccccc1 (stereo not drawn)
    -8	90	-4	91	95	4%	8	90	5%
CN(C)c1ccc(C=NCC2(O)CCOC(C)(C)C2)cc1 (stereo not drawn)
    ·	·	·	·	·	0%	·	·	5%
O=C(CCc1ccc(S(=O)(=O)NC2CCCCC2)cc1)Nc1ccccc1
    7	184	·	·	·	-1%	-7	184	10%
c1ccc(-c2c[nH]c3[n+]2CCCCC3)cc1
    40	185	5	91	86	-9%	-40	185	-5%
CC(NC(=O)c1ccc(CS(=O)(=O)c2ccc(Cl)cc2)o1)c1ccc2c(c1)OCCO2 (stereo not drawn)
    12	204	20	95	75	-15%	-12	204	15%
COc1cc(NC(=O)CCc2ccccc2)c(C(=O)O)cc1OC
    ·	·	13	97	84	3%	·	·	-18%
N#Cc1ccc(Nc2ccccc2)c(N)c1
    -1	123	1	80	80	2%	1	123	13%
O=C(CSc1ncn[nH]1)Nc1ccc(S(=O)(=O)N2CCCC2)cc1
    3	190	15	95	80	13%	-3	190	-82%
COc1ccc(OC)c(NC(=O)CN(c2ccc(C)cc2)S(=O)(=O)c2c(C)noc2C)c1
    -11	213	-7	74	82	10%	11	213	7%
CCOC(=O)c1c(NC(=O)CNCC(O)CO)sc(C)c1C (stereo not drawn)
    31	82	·	·	·	13%	-31	82	-44%
O=C(O/N=C\c1ccc(N2CCCCC2)c([N+](=O)[O-])c1)c1c(F)cccc1F
    15	203	·	·	·	-2%	-15	203	18%
COc1ccc(CNC(=S)Nc2cc(C)ccc2C)cc1
    -9	134	·	·	·	-5%	9	134	35%
O=C(Nc1ccc2c(c1)Cc1ccccc1-2)c1ccco1
    -2	95	4	77	73	2%	2	95	16%
O=C(COC(=O)C1CC(=O)N(c2ccccc2)C1)c1ccccc1 (stereo not drawn)
    -11	52	4	97	93	-2%	11	52	16%
O=C(CN1CCN(C(=O)c2cccc(F)c2)CC1)Nc1ccccc1F
    -7	159	7	92	85	-2%	7	159	-35%

# Later entries
# Every second line gives: NFkB transloc pot	NFkB transloc pot cell count 2 µM	MRP resist rev	MRP resist rev cytotoxicity	MRP resist rev with doxorubicin	Bcl-B TR3 displacers	IL1B NFkB inh	IL1B NFkB inh cell count 2 µM	PLAP inhibition
CCC(c1nnnn1Cc1cccs1)N1CCN(c2nc3ccccc3s2)CC1 (stereo not drawn)
    ·	·	-6	95	100	-16%	·	·	-22%
Cc1ccc(Nc2ncc3c(n2)CC(c2ccco2)CC3=O)c(C)c1 (stereo not drawn)
    -1	93	·	·	·	-11%	1	93	5%
CCCCC(CC)CN1C(=O)/C(=C/c2ccncc2)SC1=S (stereo not drawn)
    10	107	·	·	·	15%	-10	107	-6%
O=C1C2C3C=CC(O3)C2C(=O)N1CC(O)c1ccccc1 (stereo not drawn)
    -6	140	5	101	96	-11%	6	140	-1%
Cc1cc2n(n1)C(c1sccc1C)Nc1ccccc1-2 (stereo not drawn)
    -4	191	0	97	97	-5%	4	191	-33%
COC(=O)c1ccc(Cc2ccccc2)o1
    4	77	14	108	94	7%	-4	77	12%
CCCCc1n[nH]c2c1/C(=N/O)CC(C)(C)C2
    6	81	15	104	89	·	-6	81	·
CN1/C(=C\C(=O)COc2ccc3c(c2)OCO3)C(C)(C)c2ccccc21
    2	163	-17	81	98	-22%	-2	163	13%
COc1ccc(/C=C(/NC(=O)c2ccc(C)cc2)c2nc3ccccc3[nH]2)cc1OC
    10	168	·	·	·	-17%	-10	168	-53%
COc1ccc(OC)c(Nc2nc(-c3cccc([N+](=O)[O-])c3)nc3ccccc23)c1
    11	143	·	·	·	7%	-11	143	-5%
CCOc1ccc(CCNC(=O)c2cc3ccccn3n2)cc1OCC
    -7	169	18	99	81	-9%	8	169	14%
O=C(NCC(=O)N(Cc1ccccc1)C(C(=O)NC1CCCC1)c1cccnc1)c1ccco1 (stereo not drawn)
    -3	115	8	93	85	·	3	115	·
O=C(CSc1nnc(CNC(=O)c2ccccc2F)o1)NCCc1ccccc1
    6	175	5	94	89	2%	-6	175	2%
COCc1nnc(NC(=O)C(C)C)s1
    18	135	-4	95	100	-6%	-18	135	7%
CCN(CC)Cc1c(C(=O)OC)nnn1-c1nonc1N
    8	50	8	97	90	-7%	-8	50	21%

# Next part:
# Every second line gives: NFkB transloc pot	NFkB transloc pot cell count 2 µM	MRP resist rev	MRP resist rev cytotoxicity	MRP resist rev with doxorubicin	Bcl-B TR3 displacers	IL1B NFkB inh	IL1B NFkB inh cell count 2 µM	PLAP inhibition
CCC(c1nnnn1C(C)(C)CC)N(CCCO)Cc1cc2cc(C)cc(C)c2[nH]c1=O (stereo not drawn)
    ·	·	-12	105	117	6%	·	·	-70%
O=C(Cn1ncc2c(=O)oc3ccccc3c21)N1CCCN(Cc2ccccc2F)C1
    ·	·	17	93	76	7%	·	·	-5%
CC(=O)c1cc(F)c(N2CCN(C(=O)Cc3ccccc3)CC2)cc1C
    8	134	6	79	73	-5%	-8	134	4%
CCN(CC)CCNCc1ccc(-c2ccc(Cl)cc2)o1
    ·	·	5	70	65	-6%	·	·	-32%
CC1=C(C(=O)OC2CCCCC2)C(c2ccc(C)o2)C2=C(CCCC2=O)N1 (stereo not drawn)
    -7	92	-5	78	83	7%	7	92	-44%
Cc1cc(NC(=O)c2ccc(S(=O)(=O)N3CCCC3)cc2)nc2c1c(=O)oc1ccccc12
    20	126	-9	18	27	·	-20	126	·
Cc1cccc(CSC2=NCCN2C(=O)c2ccco2)c1
    -13	194	3	99	96	4%	14	194	15%
CN1CCN(NC(=O)CN2C(=O)/C(=C/c3ccccc3Cl)SC2=S)CC1
    ?	·	·	·	·	0%	-46	134	-62%
O=C(CSc1nnnn1C1CCCCC1)NCc1ccco1
    7	110	6	99	93	-6%	-7	110	-16%
Cc1ccccc1-c1nc2cc(Cl)ccc2o1
    0	171	5	94	89	-13%	0	171	-6%
Cc1ccc(C(=O)NCc2occc2C(=O)O)o1
    -6	145	·	·	·	6%	6	145	8%
COC(=O)c1ccc2c(=O)n(Cc3ccco3)c(SCC(=O)Nc3ccc(C)c(Cl)c3)nc2c1
    17	122	-4	8	12	3%	-17	122	-8%
Cc1ccc(CSCC(=O)N2CCN(c3ccc(F)cc3)CC2)cc1
    6	165	1	92	91	20%	-6	165	6%
O=C(NC1CCCC1)C(Cc1ccccc1)n1cccc1 (stereo not drawn)
    2	72	16	101	85	-1%	-2	72	-1%
CCNC(=S)NNC(=O)c1cccs1
    -7	168	·	·	·	4%	7	168	-90%

# Random excerpt: 6 entries already listed, in no set order.
# Every second line gives: NFkB transloc pot	NFkB transloc pot cell count 2 µM	MRP resist rev	MRP resist rev cytotoxicity	MRP resist rev with doxorubicin	Bcl-B TR3 displacers	IL1B NFkB inh	IL1B NFkB inh cell count 2 µM	PLAP inhibition
O=C(NCC(=O)N(Cc1ccccc1)C(C(=O)NC1CCCC1)c1cccnc1)c1ccco1 (stereo not drawn)
    -3	115	8	93	85	·	3	115	·
O=C(O/N=C\c1ccc(N2CCCCC2)c([N+](=O)[O-])c1)c1c(F)cccc1F
    15	203	·	·	·	-2%	-15	203	18%
O=C(CSc1ncn[nH]1)Nc1ccc(S(=O)(=O)N2CCCC2)cc1
    3	190	15	95	80	13%	-3	190	-82%
Cc1ccc(C(=O)NCc2occc2C(=O)O)o1
    -6	145	·	·	·	6%	6	145	8%
COc1ccc(CNC(=S)Nc2cc(C)ccc2C)cc1
    -9	134	·	·	·	-5%	9	134	35%
COc1cc(NC(=O)CCc2ccccc2)c(C(=O)O)cc1OC
    ·	·	13	97	84	3%	·	·	-18%

# Following part.
# Every second line gives: NFkB transloc pot	NFkB transloc pot cell count 2 µM	MRP resist rev	MRP resist rev cytotoxicity	MRP resist rev with doxorubicin	Bcl-B TR3 displacers	IL1B NFkB inh	IL1B NFkB inh cell count 2 µM	PLAP inhibition
CCOC(=O)Cc1csc(NC(=O)CSc2nnc(-c3ccc(C)cc3)o2)n1
    -2	102	15	106	91	-18%	2	102	-23%
CCOC(=O)Cc1cc(=O)n2[nH]c(-c3ccc(C)cc3)cc2n1
    11	198	11	108	97	-74%	-11	198	-16%
Cc1cccc(N(CC(=O)NC2CCCCC2)C(=O)CCC(=O)Nc2ccccn2)c1
    ·	·	12	89	76	2%	·	·	-23%
Cc1nc2ccccc2c(=O)n1NC(=O)c1c(O)c2c(n(CC(C)C)c1=O)CCCC2
    -14	96	-2	73	76	·	14	96	·
COc1cccc(C(=O)NNC2=CC(=O)CC(C)(C)C2)c1
    4	180	·	·	·	-8%	-4	180	-23%
COc1ccccc1NC(=O)C1=C(C)Nc2ncnn2C1c1ccccc1C (stereo not drawn)
    -1	126	-9	78	87	0%	1	126	-16%
Cc1cc(NC(=O)COc2cccc(C)c2C)no1
    19	56	-1	100	101	2%	-19	56	6%
O=C(O)CN1CCOCCOCCN(CC(=O)O)CCOCCOCC1
    ·	·	-2	98	101	-7%	·	·	-13%
COCCn1c(Cc2ccccc2)nnc1SCC(=O)NC(C)(C)C
    -3	197	-5	87	92	9%	3	197	-15%
Cc1ccc(-n2c(SCC(=O)Nc3cc(C)on3)nc3c(c2=O)SC(C)C3)cc1 (stereo not drawn)
    ·	·	4	92	88	-8%	·	·	-1%
CCCC(CCC(=O)OC)(C(=O)OCC)c1csc(N)n1 (stereo not drawn)
    -1	65	12	104	92	-10%	1	65	-8%
CCOC(=O)CSc1nnc(CNc2ccc(F)cc2)o1
    -6	88	3	94	91	-6%	6	88	-11%
COc1cc(Cn2ccnc2)c(OC)cc1Cn1ccnc1
    -8	120	5	90	84	-16%	8	120	-4%
Cc1ccc(NC(=O)N(CCCN2CCOCC2)Cc2cc3cc4c(cc3[nH]c2=O)OCO4)cc1
    -1	103	·	·	·	7%	1	103	-43%
CCOC(=O)c1ccccc1NC(=O)Cn1cnc2c(cnn2-c2ccccc2)c1=O
    18	164	3	81	77	3%	-18	164	-4%

# Continued.
# Every second line gives: NFkB transloc pot	NFkB transloc pot cell count 2 µM	MRP resist rev	MRP resist rev cytotoxicity	MRP resist rev with doxorubicin	Bcl-B TR3 displacers	IL1B NFkB inh	IL1B NFkB inh cell count 2 µM	PLAP inhibition
Cc1nc2ccc(S(=O)(=O)NC(C(=O)N3CCn4c3nc3ccccc34)C(C)C)cc2s1 (stereo not drawn)
    1	184	12	94	83	3%	-1	184	-1%
Cc1[nH]n(-c2ccc(Cl)cc2)c(=O)c1C=Nc1ccc(S(=O)(=O)N2CCOCC2)cc1
    -14	122	·	·	·	-9%	14	122	16%
CCOC(=O)C1=C(C)NC2=C(C(=O)CCC2)C1c1cccnc1 (stereo not drawn)
    1	107	0	92	92	-6%	-1	107	11%
O=C(c1ccc(S(=O)(=O)N2CCOCC2)cc1)N1CCN(c2ccc(F)cc2)CC1
    2	115	-7	81	88	-11%	-2	115	-57%
COc1ccccc1NC(=O)CSc1nnc(Cc2ccccc2)o1
    22	113	-5	91	96	-11%	-22	113	1%
CNC(=O)C(C)NS(=O)(=O)c1ccc(F)cc1 (stereo not drawn)
    0	48	-18	92	110	-8%	0	48	9%
Cc1cc(O)c(C(C[N+](=O)[O-])c2ccc(Cl)cc2Cl)c(=O)o1 (stereo not drawn)
    -7	78	-19	64	83	5%	8	78	-40%

# Record cards, from the list above:
# O=C(CSc1nnnn1C1CCCCC1)NCc1ccco1 is entered as NFkB transloc pot = 7; NFkB transloc pot cell count 2 µM = 110; MRP resist rev = 6; MRP resist rev cytotoxicity = 99; MRP resist rev with doxorubicin = 93; Bcl-B TR3 displacers = -6%; IL1B NFkB inh = -7; IL1B NFkB inh cell count 2 µM = 110; PLAP inhibition = -16%
# CCCC(CCC(=O)OC)(C(=O)OCC)c1csc(N)n1 (stereo not drawn) is entered as NFkB transloc pot = -1; NFkB transloc pot cell count 2 µM = 65; MRP resist rev = 12; MRP resist rev cytotoxicity = 104; MRP resist rev with doxorubicin = 92; Bcl-B TR3 displacers = -10%; IL1B NFkB inh = 1; IL1B NFkB inh cell count 2 µM = 65; PLAP inhibition = -8%
